# Screens deposited in PubChem by Broad Institute.
# HRP luminol no ALR = HRP/luminol detection interference without ALR, dose response, artefact control for ALR inhibitor project, biochemical, luminescence, no ALR or DTT; HRP/H2O2 luminol luminescence counterscreen, no ALR; activity change, negative = inhibition, % at the top dose, mostly 10 µM; hits show AC50 in µM; actives 15% (n = 2,500);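 active means signal-lowering compounds whose fitted half-maximal concentration AC50 is no higher than ten times their top tested concentration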;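 further: 0% = median of neutral control wells and -100% = median of quercitin 100 µM wells; many of its hits are not listed in these tables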
# Numbers without * were called inactive.
SMILES,HRP luminol no ALR
CCN(CC)Cc1c(-c2ccccc2)[nH]c2ccc(C)cc2c1=O,-0.2%
COc1ccc(-c2cn[nH]c2N)c(OC)c1,7µM*
CCCCN(C)S(=O)(=O)c1ccc(C(=O)Nc2nnc(-c3ccco3)o2)cc1,-1.5%
COc1ccc2[nH]c3c(=S)nc[nH]c3c2c1,-2.3%
CN(C)c1ccc(N2CC(C)(C)C2=O)cc1,-4.4%
CC(C)C(=O)NCCSc1c[nH]c2ccccc12,-7.6%
COc1ccc(N2CCN(S(=O)(=O)c3cccc4cccnc34)CC2)cc1,-0.7%
CC(C)C1C(C#N)=C(N)Oc2n[nH]c(-c3cccs3)c21 (centres undefined),-0.8%
COc1ccc(C2NC(=O)CS2)cc1OC (centres undefined),7.7%
Cc1ccc(N=c2oc3cc(O)ccc3cc2C(N)=O)cc1,-2.1%
Cn1cccc1C(=O)OCc1csc(-c2ccccc2)n1,-0.7%
COc1cc(/C=N/NC(=O)c2cccc([N+](=O)[O-])c2)cc(OC)c1O,-11%
CCN(CC)C(=O)CC(c1ccc(N(C)C)cc1)c1c(OC)cc(OC)c2ccc(=O)oc12 (centres undefined),3.2%
CCN(CC)c1ccc(NC(=O)C2CC3CCC2C3)cc1 (centres undefined),-12%
Cc1ccc(NC2CCCN(C(=O)CCc3ccncc3)C2)cc1C (centres undefined),-0.6%
Cc1cccn2cc(CSc3ccccc3N)nc12,-1.8%
Cc1nc(-c2ccc(NC(=O)CC(C)C)cc2)cs1,-0.3%
C/C(CC(=O)Nc1ccc(N(C)C)cc1)=N\NC(=O)c1ccc([N+](=O)[O-])cc1,-2.9%
Cc1ccc(Nc2nc(CSc3nnnn3C)cs2)cc1,-6.3%
COC(=O)c1cc(O)c(O)c(O)c1,-11%
O=C(C1CCC(=O)N(C2CC2)C1)N1CCN(c2ccc(Cl)cc2)CC1 (centres undefined),1.4%
COc1cc(OC)c(NC(C)C(=O)N2CCCC2)cc1Cl (centres undefined),-7.4%
COc1ccc(OC)c(S(=O)(=O)Nc2cccc3c(O)cccc23)c1,-12%
Cn1c(-c2ccccc2)cnc1NCc1cc2c(cc1[N+](=O)[O-])OCO2,-0.9%
CC1CCN(CC(=O)N2c3ccccc3CCc3ccccc32)CC1,-2.1%
Cc1c(/C=N\NC(=O)c2ccc(F)cc2)cnn1C,-0.4%
O=C(NCSc1ccncn1)c1ccccc1,-7.1%
O=C(CN1C(=O)S/C(=C\C=C\c2ccccc2)C1=O)Nc1ccc(C(=O)O)cc1,-6.1%
COc1ccc(-c2n[nH]c(=S)n2-c2ccc(C)cc2)cc1OC,-2.1%
CCc1c(C)sc(NC(=O)c2cc(C)no2)c1C#N,-6.3%
CC(=O)Oc1ccc(Nc2ccccc2)cc1,-0.9%
Cc1ccc(S(=O)(=O)NNC(=O)C(=O)NNc2ccccn2)cc1,-10%
c1ccc(CNc2ccc3c(c2)ncn3C2CCCCC2)nc1,-11%
CC(=O)Nc1ccc(N)cc1,-10%
CCCn1cnc2cc(NCc3cccc(OC)c3)ccc21,-13%
O=Cc1c(Sc2ccccc2)nc2ccccn2c1=O,4.5%
COc1ccc(-c2cn[nH]c2-c2ccc(OC)cc2O)cc1,-0.3%
NNS(=O)(=O)c1ccc2c(c1)Cc1cc(S(=O)(=O)NN)ccc1-2,-9.3%
S=c1[nH]nc(-c2ccco2)n1/N=C/c1cccc(Cl)c1Cl,-5.4%
Cc1cc(NS(=O)(=O)c2ccc(NC(=O)Nc3cccc(Cl)c3)cc2)no1,-0.5%
Oc1ccc(NCc2cccs2)cc1,-12%
CN(C)c1ccc(/C=N/NC(=O)c2ccco2)cc1,-5.0%
COc1cc(CNc2ncc(-c3ccc(Cl)cc3)n2C)cc(OC)c1OC,-1.7%
Cc1cc(C)n(CCc2nc(-c3ccco3)cs2)n1,-8.7%
CN(C)c1ccc(NC(=O)CN2CCc3ccccc3C2)cc1,-5.5%
O=C(NCC1CC1)Nc1cccs1,-6.8%
COc1ccc(C)cc1NC(=O)c1cc2c(CO)cnc(C)c2oc1=N,1.2%
COc1cccc(N/N=C/c2cccc(Br)c2O)c1,-1.0%
CC(C)=NNc1nc(-c2ccc(N3C(=O)CCC3=O)cc2)cs1,6.3µM*
CCC1(C(=O)O)NC(c2cc(OC)ccc2O)C2C(=O)N(Cc3ccccc3)C(=O)C21 (centres undefined),-12%
COc1cc(C)nc(Oc2ccc(/C=N/O)cc2)n1,-8.6%
CCCN1C(=O)c2ccc(C(=O)Nc3ccccc3C(=O)O)cc2C1=O,-3.2%
COc1ccc(C(=O)NNS(=O)(=O)c2ccc(OC)cc2)cc1,-15%
CCN(CC)c1ccc(CNc2nc3ccccc3n2CCN2CCCCC2)cc1,0.2%
O=S(=O)(NNc1ccc(F)cc1F)c1cccc(Cl)c1,-1.4%
CN(C)c1ccc(/C=N/NC(=O)c2ccc3c(c2)OCO3)cc1,-3.1%
C/C(=N\NC(=O)c1ccccc1O)C1C(=O)c2ccccc2C1=O,-3.3%
CC(CN1c2ccccc2Sc2ccccc21)N(C)C (centres undefined),-7.8%
Cc1ccc(NCc2nnc3n2CCCCC3)c(C)c1,0.3%
Cc1ccc2nc(-c3cccc(S(=O)(=O)N(C)C)c3)cn2c1,1.2%

# Next compounds follow.
SMILES,HRP luminol no ALR
COc1ccc(N2CCC(CNC(=O)Nc3ccc(OC)cc3OC)C2)cc1 (centres undefined),-3.0%
CCN(CCNS(=O)(=O)c1ccc2[nH]c(=O)sc2c1)c1ccccc1,-1.0%
CC(=O)Nc1ccc(SCc2ncc(-c3ccccc3)o2)cc1,-0.7%
Cc1cccc(Nc2ncnc3nc[nH]c23)c1,0.7%
Cc1ccc(-c2nc(-c3ccccn3)sc2CC(=O)O)cc1,-2.9%
Cc1c(Cl)c(-c2n[nH]c(=S)n2CC(C)C)nn1C,-3.9%
Fc1ccc(CN2C3=NCCN3c3ccccc32)cc1,-0.2%
Cc1cc(C)nc(Nc2n[nH]c(-c3ccc(N)cc3)n2)n1,3.4%
COc1ccccc1N1CCN(S(=O)(=O)c2ccccc2)CC1,5.5%
Cc1ccc(NCc2n[nH]c(=S)n2-c2ccccc2)cc1Cl,-0.4%
COc1ccc(NCc2nc3ccccc3n2C)cc1,-12%
S=C1NC2(CCCCC2)NN1c1ccccc1,-2.6%
COc1ccc(NC2CCCN(C(=O)c3ccc(C)nc3)C2)cc1 (centres undefined),-14%
O=C(CN1CC[n+]2c(-c3ccccc3)csc21)c1ccc(Br)cc1,-5.7%
Cc1ccc(NC(=O)CCC(=O)N/N=C/c2ccc(O)cc2)cc1,-3.5%
COc1ccc(C)cc1NCc1ccc(OC)c(C)c1OC,-7.8%
CN(C)c1ccc(/C=N/Nc2cccc(C(=O)O)c2)cc1,-1.0%
S=c1[nH]ncn1NCc1ccc(Cl)cc1Cl,-3.5%
O=C(C#Cc1ccccc1)Nc1cccc(F)c1,2.3%
CCN(CCNC(=O)C1CCN(Cc2nc(-c3cccc(Cl)c3)oc2C)CC1)c1ccccc1,-0.3%
COc1c(O)cc2oc(-c3ccc(O)cc3)cc(=O)c2c1O,-9.7%
Cc1ccc(-c2cn3c(n2)SCC3)cc1,0.3%
Nc1ncc(Br)cc1S(=O)(=O)NCCC(=O)N1CCN(c2ccccc2)CC1,0.6%
S=c1[nH]nc(-c2ccncc2)n1/N=C/C=C/c1ccccc1,-11%
NS(=O)(=O)c1ccc(CCNC(=O)CN2CCN(c3ccccc3O)CC2)cc1,0.9%
Cc1cccc(N/N=C/c2ccc(O)c(O)c2O)c1,-9.2%
CCN(Cc1nc2ccccc2n1C)c1ccccc1,-0.6%
O=C(CCn1cnc2ccccc21)N/N=C/c1ccc(O)cc1,9.9µM*
CC1CCN(C(=S)c2ccc(N(C)C)cc2)CC1,-2.0%
O=C(NCc1ccc2c(c1)OCO2)c1nc(S(=O)(=O)Cc2ccccc2)ncc1Cl,-0.4%

# An excerpt of these results, as labelled records:
S=c1[nH]nc(-c2ccncc2)n1/N=C/C=C/c1ccccc1
  HRP luminol no ALR: -11%

COc1ccccc1N1CCN(S(=O)(=O)c2ccccc2)CC1
  HRP luminol no ALR: 5.5%

COc1ccc(C)cc1NCc1ccc(OC)c(C)c1OC
  HRP luminol no ALR: -7.8%

COc1ccc(N2CCC(CNC(=O)Nc3ccc(OC)cc3OC)C2)cc1 (centres undefined)
  HRP luminol no ALR: -3.0%

# Copied from the list:
# For HRP luminol no ALR, Cc1cccc(Nc2ncnc3nc[nH]c23)c1 shows 0.7%
# For HRP luminol no ALR, Cc1cc(C)nc(Nc2n[nH]c(-c3ccc(N)cc3)n2)n1 shows 3.4%

# Other records follow.
SMILES,HRP luminol no ALR
Cc1ccc(N(C(=O)c2cccs2)C2C=CS(=O)(=O)C2)cc1 (centres undefined),-2.5%
Cc1ccc(NCCC(=O)c2cccs2)cc1C,-0.8%
CCN(CC)c1ccc(NC(=O)c2nc3nc(C)cc(C(F)F)n3n2)cc1,10µM*
COc1ccc(N2CCN(C(c3cccs3)C(C)NC(=O)C(=O)N3CCCCC3)CC2)cc1 (centres undefined),-5.0%
CC(=O)Nc1ccc(S(=O)(=O)NC(C)C(=O)NCCc2ccc(F)cc2)cc1 (centres undefined),1.0%
Nc1ccc(-c2nc3ccc([N+](=O)[O-])cc3[nH]2)cc1,-2.0%
COc1cccc(N2CCN(CC(=O)NCc3cccs3)CC2)c1,-2.6%
COc1ccc(CNc2cc(C)ccc2C)c(OC)c1OC,-0.3%
Cc1ccc(-n2c(-c3ccc(Cl)cc3)n[nH]c2=S)c(C)c1,-6.2%
O=C(O)c1ccc(CSc2nc3ccc(NC(=O)c4ccccc4C(=O)O)cc3s2)cc1,-0.1%
COC(=O)Nc1ccc(S(=O)(=O)N2CCC(C(=O)N(C)C3CCCCC3)CC2)cc1,-4.4%
c1ccc(-c2nc(-c3ccco3)n3ccccc23)cc1,0.7%
CCCCn1c(NC(C)CC)nc2c1c(=O)[nH]c(=O)n2C (centres undefined),-11%
CC(C)c1ccc(S(=O)(=O)Nc2ccc(O)c(Sc3ncn[nH]3)c2)cc1,9.3µM*
COc1cc(/C=N/O)cc(Br)c1OC,-0.8%
COc1ccc(Nc2c(-c3ccc(C)cc3)nc3cnccn23)cc1,-0.2%
COC(=O)C(CC(=O)Nc1cc(C)ccc1C)Nc1ccccc1OC (centres undefined),-0.6%
c1ccc(Nc2ccccc2Nc2ccccn2)nc1,-8.0%
O=C(O)c1cccc(COc2ccc3c(c2)CCC3)c1,-1.2%
COC(=O)CNS(=O)(=O)c1ccc(Cc2ccc(S(=O)(=O)NCC(=O)OC)cc2)cc1,-0.3%
O=S(=O)(Nc1ccc(N2CCCCC2)cc1)c1ccc(F)c(F)c1,-5.8%
Cc1ccn(Cc2n[nH]c(=S)n2Cc2ccccc2)n1,-7.3%
Cc1cccc(NCCNc2cccc(C)c2)c1,4.4%
O=C1CC(=O)N(c2ccccc2)N1c1ccccc1,-4.5%
CCn1c(/C=C/c2ccc(O)cc2)nc2ccccc2c1=O,-1.8%
COc1cc(CNc2ccc(C)c(C)c2)cc(OC)c1OC,-0.7%
Cc1nc(SCc2ccc(C(=O)O)cc2)nc2c1CCCC2,-1.8%
O=C(C1CCCC1)N1CCN=C1SCc1cccc([N+](=O)[O-])c1,-3.0%
Oc1ccc(N2Cc3ccccc3C2)cc1,-12%
COc1cc(-c2cc(=O)c3ccccc3o2)ccc1O,-6.3%

# Three compounds already listed, arranged by count of non-hydrogen atoms, smallest number first.
SMILES,HRP luminol no ALR
Cc1nc(SCc2ccc(C(=O)O)cc2)nc2c1CCCC2,-1.8%
COC(=O)C(CC(=O)Nc1cc(C)ccc1C)Nc1ccccc1OC (centres undefined),-0.6%
COC(=O)Nc1ccc(S(=O)(=O)N2CCC(C(=O)N(C)C3CCCCC3)CC2)cc1,-4.4%

# (list continues)
SMILES,HRP luminol no ALR
CCN(CC)c1ccc(N)cc1,-1.3%
Cc1nnc(N2CCN(Cc3ccccc3)CC2)[nH]c1=O,0.4%
CSc1nc(O)c(Nc2cccc(Cl)c2)c(=O)[nH]1,-7.2%
COC(=O)C1CSC(C(=O)OC)N1C(=O)CN1CCN(c2ccccc2)CC1 (centres undefined),0.9%
COc1cc(NC(=O)Nc2cccc(C(C)=O)c2)cc(OC)c1OC,-0.5%
O=C(CCc1ccccc1)N1CCN(c2ccc(F)cc2)CC1,-3.7%
CC(C)Cn1c(N)c(C=O)c(=O)n(C)c1=O,-2.0%
C/C(CC(=O)Nc1ccc2ccccc2c1)=N\NC(=O)c1ccc(O)c(O)c1,-11%

# Some of the compounds tested; count on the stated rates, not on these rows.
